HSF-1 act: increases HSF-1 driven luciferase reporter signal. 300,000 compounds, 1.7% hits. activation, % at 9 µM. NIH3T3-HGL HSF-1 luciferase reporter, MG132, 8 h; 100% = twice DMSO control signal;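 active = mean replicate activation of at least 50% with a set share of replicates each reaching 50%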;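 note: 0% = median of the neutral control wells and 100% = twice that signal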
GSK3 alpha inh: human GSK-3 alpha kinase inhibition; P49840; ADP-Glo luminescence, 60 min; inhibition, % at 10 µM; 320,000 compounds, 0.1% hits; AID 2650;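 in the data active = inhibition above about 50%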;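 note: GST-tagged GSK-3 alpha with peptide substrate and 25 µM ATP; 0% = DMSO neutral wells and 100% = GW8510 positive control wells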
Target sequence (P49840 whole entry, looked up): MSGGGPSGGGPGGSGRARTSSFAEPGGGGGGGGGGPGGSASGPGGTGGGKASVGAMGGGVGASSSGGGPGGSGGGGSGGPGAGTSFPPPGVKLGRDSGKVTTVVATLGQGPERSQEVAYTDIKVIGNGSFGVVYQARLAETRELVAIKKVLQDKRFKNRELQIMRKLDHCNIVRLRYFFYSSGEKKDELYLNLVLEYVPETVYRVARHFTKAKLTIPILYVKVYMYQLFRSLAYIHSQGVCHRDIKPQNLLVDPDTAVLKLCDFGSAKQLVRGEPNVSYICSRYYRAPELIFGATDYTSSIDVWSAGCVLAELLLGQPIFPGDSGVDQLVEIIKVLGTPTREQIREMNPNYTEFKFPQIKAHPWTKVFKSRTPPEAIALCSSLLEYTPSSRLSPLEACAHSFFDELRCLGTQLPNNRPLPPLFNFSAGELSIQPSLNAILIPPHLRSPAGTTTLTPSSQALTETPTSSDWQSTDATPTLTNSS
HSP90 inh: HSP90 refolding inhibition in rabbit reticulocyte lysate; luciferase refolding luminescence, 3 h; 290,000 compounds, 0.91% hits; inhibition, % at 5.6 µM;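 active = inhibition above the screen-wide mean plus 3 SD, computed separately per campaign, cut at about 16% in these data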;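 note: 0% = DMSO wells and 100% = 60 µM geldanamycin wells; inhibitors lower the luminescence because luciferase stays unfolded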
PolyA inhibitor: inhibitors of polyadenylation in S. cerevisiae; S. cerevisiae SKY197-pL101 polyadenylation reporter, beta-gal luminescence; efflux-impaired pdr1/pdr3 knockout yeast; score 100 = 6 SD above DMSO; calls only at 12 µM; 300,000 compounds, 0.02% hits; AID 1875;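 active = lowest replicate activity score at least 50, where 100 means six control SD above control mean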;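 note: yeast exposed to compound for 9 h at 30 °C; higher score means more reporter readthrough which indicates perturbed polyadenylation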
KLF5 inh: inhibitors of KLF5 expression; DLD-1 KLF5 promoter-luciferase reporter, luminescence; inhibition, % at 5 µM; 290,000 compounds, 0.23% hits; AID 1700;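 active = inhibition above a per-plate limit of that plate's mean compound inhibition plus 3 SD, cut at about 60% in these data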;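 note: 0% = DMSO wells and 100% = LY294002 at 200 µM; higher means less KLF5 promoter-driven luciferase light; inactives centre near -14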
IEC-6 tox: counter-screen for KLF5 inhibitors: cytotoxicity in IEC-6 cells; IEC-6 cytotoxicity, luminescence viability; inhibition, % at 5 µM; 290,000 compounds, 0.78% hits; AID 1825; in the data active = inhibition above about 22%;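 note: 0% = plate median of test compound wells and 100% = cytotoxic reference compound wells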
aSyn 5UTR inh: MLPCN primary screen, SNCA 5' untranslated region; alpha-synuclein 5'UTR reporter, inhibitor activity; AID 1813; inhibition, % (tested at 7.5 µM); 300,000 compounds, 0.82% hits; in the data active = inhibition above about 60%;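 note: H4 neuroglioblastoma cells stably carrying SNCA 5'UTR luciferase fusion; 0% = DMSO wells and 100% = positive control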
AI-2 QS modul: Vibrio harveyi AI-2 quorum sensing modulation; 300,000 compounds, 0.4% hits; activity change, % at 7.5 µM; AID 2094; Vibrio harveyi JMH597 AI-2 luminescence/OD600 ratio, 9 h; stronger effect = lower value; strain lacks LuxN and CqsS sensors; 0 = neutral-control median; in the data active = activity change below about -75%, passing the limit was not always enough;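 note: luminescence divided by OD600 gain over 9 h not by final OD600 alone; inactives centre near 13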
HSF1 inh: HSF1 inhibition. NIH3T3-HGL HSE-luciferase, MG132-induced, luminescence 8 h; stronger effect = lower value. activity change, negative = inhibition, % at 7.5 µM (by protocol). 300,000 compounds, 0.77% hits. AID 2098;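 active = more than half of replicate wells show activity change below -50%, luminescence cut by over half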;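 note: luciferase reports HSF-1 transcriptional activity via heat shock element; 0% = median of DMSO wells and -100% = zero luminescence signal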
GSK3B inh: inhibitors of human GSK3beta kinase; 300,000 compounds, 0.038% hits; P49841; activity score (negative = inhibition), % at 10 µM; GST-GSK3beta kinase, ADP-Glo luminescence, 60 min; stronger effect = lower value;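 active = more than half of replicate wells score below -50%, meaning over 50% inhibition versus plate controls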;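 note: 0% = median DMSO wells and -100% = median GW8510 positive control wells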
Target sequence (P49841 whole entry, looked up): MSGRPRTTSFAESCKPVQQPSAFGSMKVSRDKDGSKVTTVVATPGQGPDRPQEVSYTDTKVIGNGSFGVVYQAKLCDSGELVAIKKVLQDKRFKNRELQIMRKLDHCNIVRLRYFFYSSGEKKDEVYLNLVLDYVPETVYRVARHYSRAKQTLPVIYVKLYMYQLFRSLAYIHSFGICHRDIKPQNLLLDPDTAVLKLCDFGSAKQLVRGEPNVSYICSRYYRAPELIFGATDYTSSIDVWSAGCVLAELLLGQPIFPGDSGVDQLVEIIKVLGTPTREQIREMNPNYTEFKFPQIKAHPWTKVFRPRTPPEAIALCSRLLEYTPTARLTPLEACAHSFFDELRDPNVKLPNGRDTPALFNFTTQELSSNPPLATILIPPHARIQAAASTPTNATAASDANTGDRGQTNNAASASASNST
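Test system: GST-fused GSK3beta enzyme, cell-free | Quantity: 1.6 ng GST-GSK3beta enzyme per well | Reagent: 25 µM ATP with peptide substrate | Schedule: 60 min enzyme reaction, room temperature | Signal: Luminescent ADP-Glo measurement of ADP formed | Read-out basis: Score relative to plate controls | Control set: DMSO and 20 µM GW8510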
Active calls of the source: *; i = inactive; . = not tested or not shown. A portion of the library, so the mix of outcomes need not match the whole.

SMILES	HSF-1 act	GSK3 alpha inh	HSP90 inh	PolyA inhibitor	KLF5 inh	IEC-6 tox	aSyn 5UTR inh	AI-2 QS modul	HSF1 inh	GSK3B inh
Cc1ccc(CN(N=Nc2nonc2N)c2nonc2N)c(C)c1	22	0	4	i	4	1	15	2	6	-9
NS(=O)(=O)c1ccc(NC(=O)CSC2=NC(=O)C(c3ccccc3)C(=O)N2)cc1 (stereo unspecified)	-2	0	-1	i	-24	-6	16	9	-7	1
CC(=O)c1cccc(NC(=O)Nc2c(C)nn(C)c2C)c1	3	1	4	i	-16	4	-18	15	-5	0
Cc1cccc(-c2n[nH]c(=S)n2/N=C/c2ccco2)c1	-2	-1	11	i	3	7	-6	27	-7	-7
Cn1cc(C(=O)Nc2ccccn2)c(=O)c2ccccc21	37	.	-2	i	-139	2	-114	20	23	-2
Cc1ccc(Nc2nc(C)cs2)cc1	10	0	3	i	-83	0	-125	11	0	1
O=C(O)CNC(=S)N(Cc1ccccc1Cl)C1CCCCC1	7	0	-5	i	-36	0	-12	4	-2	3
O=C(Nc1ccc(S(=O)(=O)N2CCOCC2)cc1)c1ccc(Cl)cc1Cl	-74	-1	-3	i	-26	-4	-4	10	-67*	2
O=C(CCCn1c(SCC(=O)Nc2ccccc2C(F)(F)F)nc2ccccc2c1=O)NCC1CCCO1 (stereo unspecified)	-9	1	2	i	9	0	-15	0	0	1
COc1cc(CCC(=O)OCC(=O)Nc2ncc(Cl)cc2Cl)cc(OC)c1OC	-17	2	-4	i	-22	-11	0	6	2	-3
Cc1c(Cl)cccc1Nc1ccccc1C(=O)O	-14	-6	-4	i	24	8	6	41	-2	11
Cc1cccc(NC(=O)NNC(=O)COc2ccc(Cl)cc2)c1	3	-5	1	i	12	2	14	10	-5	7
COc1ccc2nc(NC(=O)CN3C(=O)NC4(CCCC4)C3=O)sc2c1	-2	26	.	i	.	.	-8	16	5	3
O=C(CN1CCN(S(=O)(=O)c2ccc(Br)cc2)CC1)Nc1ccc2c(c1)OCCO2	-7	.	2	i	-6	-2	-23	46	-3	-2
Cc1[nH]n(-c2ccc([N+](=O)[O-])cc2)c(=O)c1C=NCC1CCCO1 (stereo unspecified)	-43	-1	-5	i	-58	7	-88	13	-27	-1
CC(C)(C)C(=O)Nc1cccc(-c2nc3ccccc3c(=O)o2)c1	-6	0	3	i	-1	-3	26	30	-7	3
O=c1[nH]c(SCc2ccc(F)cc2)nc2c1cnn2-c1ccc(F)cc1	17	-1	1	i	-9	-1	21	9	5	-3
COc1ccc(C(C)=O)cc1COc1ccc([N+](=O)[O-])c(C)c1	38	.	-2	i	-28	5	37	18	26	1
c1ccc(-c2cc3c(-n4cccc4)ncnc3o2)cc1	2	.	17*	i	-25	4	13	12	0	0
CCC(=O)N1CCN(c2ccccc2NC(=O)COc2cccc(C)c2)CC1	2	4	4	i	-43	1	23	8	3	0
CC1=CCC2C(=O)N(c3ccc(N4CCOCC4)cc3)C(=O)C2C1 (stereo unspecified)	0	-1	-3	i	-14	-2	11	26	-8	1
CCCCc1nc(NCc2ccccc2)c(C#N)c2c1COC(C)(C)C2	-2	-2	2	i	-9	3	7	10	-2	-2
CCN1CCN(c2nc3c(C)cccn3c(=O)c2/C=C(\C#N)C(=O)NC)CC1	-1	0	1	i	-61	-5	16	14	-4	-1
COc1cc(NC(=O)CCCc2c[nH]c3ccccc23)cc(OC)c1	.	1	1	i	-42	-1	-5	41	.	1
O=C(NCCS(=O)(=O)c1ccc(Br)cc1)c1c(F)cccc1F	-2	-2	-2	i	-24	0	6	12	-8	2
CC(C)c1ccc(S(=O)(=O)N2CCN(CCC(=O)Nc3ccc(N(C)C)cc3)CC2)cc1	5	.	-3	.	3	2	-16	24	-1	1
COc1ccccc1N(CC(=O)NCCSCc1ccc(C)cc1)S(=O)(=O)c1ccccc1	1	-3	1	i	-1	-2	7	21	4	1
CC(=O)NC(C)C(=O)OCC(=O)c1ccc(Cl)s1 (stereo unspecified)	-1	-4	7	i	-8	5	-17	23	-1	-2
COc1cccc(Cn2c(=O)ccc3ccccc32)c1	2	1	4	i	-12	1	2	10	2	-1
CCCC(=O)c1c[nH]c(C(=O)NCc2ccco2)c1	.	2	0	i	-25	0	.	14	.	1
CCn1c(SCC(=O)NC2CC2)nnc1-c1ccncc1	-16	1	2	i	-8	3	7	13	-4	0
O=C(CC(C(=O)N1CCc2ccccc21)n1ccnc1)NCC1CCCO1 (stereo unspecified)	-5	-3	-3	i	-30	0	8	33	-7	1
CC1CCCC(NC(=O)COC(=O)/C=C/c2ccc3c(c2)OCO3)C1C (stereo unspecified)	10	-1	-2	i	-39	-2	18	16	-6	2
O=C(NC1CCCc2ccccc21)c1cccc(Br)c1 (stereo unspecified)	-11	2	1	i	-31	12	18	13	-1	-2
COc1ccc(Cl)cc1CN1CCOCC1	-13	-6	-2	i	-15	2	-18	8	-6	-2
CCn1c(/C=C/c2ccc(F)cc2)nc2ccccc2c1=O	-4	0	2	i	-9	7	-23	-12	-1	-7
O=S(=O)(/N=C(/Nc1ccc(F)c(F)c1F)c1ccccc1)c1ccccc1	8	1	-4	i	-19	-3	24	5	-8	1
CC(C)(C)c1ccc(CNc2ccc([N+](=O)[O-])cn2)cc1	17	-3	-2	i	-50	5	-50	-83*	10	1
O=C(CSCc1ccccc1)NNC(=S)Nc1cccc(Cl)c1Cl	-1	0	-3	i	20	-4	21	27	4	1
COCc1nnc(NC(=O)CSc2ccccc2)s1	.	-2	2	.	-31	4	-4	19	.	-5
C=CCN(c1ccccc1)S(=O)(=O)c1cccc(C(=O)NCC2CCCO2)c1 (stereo unspecified)	1	-2	-3	i	-25	4	-5	21	1	2
Cc1nnnn1CC(=O)Nc1cccc([N+](=O)[O-])c1	-2	2	5	i	1	-3	19	27	1	0
CCN(CC)S(=O)(=O)c1ccc2c(c1)nc(SCc1nc3ccsc3c(=O)[nH]1)n2CC	-13	-2	1	i	-5	-5	0	9	4	0
COCCCNC(=O)Cn1nc(-c2ccccc2OC)ccc1=O	-17	-2	-4	i	6	2	2	16	-2	3
CCOc1ccc2[nH]c(=O)c(C(c3nnnn3CC3CCCO3)N3CCc4ccccc4C3)cc2c1 (stereo unspecified)	22	-1	3	i	-24	2	-18	10	5	4
COCCCNC(=O)c1cc(S(=O)(=O)N2CCOCC2)ccc1SCc1cccc(OC)c1OC	7	-3	-4	i	8	1	11	36	-1	1
COc1ccc(NC(=O)NCc2ccccn2)c(OC)c1	-11	-1	1	i	-20	0	7	20	-6	1
N#Cc1cc(-c2ccccc2)nc(Oc2ccccc2)n1	36	-1	2	i	-13	1	9	-9	21	-1
Cc1cc(C)n2nc(CCCCc3nc4nc(C)cc(C)n4n3)nc2n1	-9	-2	-6	i	-20	-7	0	4	0	2
CCn1c(SCC(=O)Nc2ccc(C(C)=O)cc2)nc2nc3c(cc2c1=O)CCCC3	25	-1	4	i	-58	-5	-31	7	16	3
COc1ccc(C(=O)CNc2ccccc2C#N)cc1	25	-2	5	i	-20	4	-93	2	16	2
O=C1[C@@H]2[C@@H]3C[C@@H]([C@H]4ON=C(c5ccc(Cl)cc5)[C@@H]34)[C@@H]2C(=O)N1C1CCCCC1	36	-2	-3	i	-5	-3	26	34	4	0
CCCCc1cc(=O)oc2cc(C)cc(OCC(=O)NC(Cc3ccc(Cl)cc3)C(=O)O)c12 (stereo unspecified)	-3	-3	-9	i	-6	-5	13	10	4	2
O=C(O)COCCN1CCN([C@H](c2ccccc2)c2ccc(Cl)cc2)CC1	1	4	0	i	-13	0	-14	16	-1	2
CC(C)c1ccc2nc3sc(C(=O)N4CCc5ccccc5C4)c(N)c3cc2c1	-3	-6	4	i	-19	2	-62	20	2	2
Cc1c(Br)c([N+](=O)[O-])nn1CC(=O)Nc1sc2c(c1C(=O)OC(C)C)CCCC2	-1	-3	-1	i	13	0	22	15	-10	-1
Cc1ccc2c(CN3CCN(Cc4ccccc4)CC3)cc(=O)oc2c1C	0	-5	-4	i	-10	3	7	2	5	-28
C#CC(=O)N(c1ccc(OC)cc1OC)C(C(=O)NC1CCCC1)c1cccs1 (stereo unspecified)	-29	3	6	i	7	102*	92*	3	-26	2
COc1ccc(-c2nnn(CC(=O)NCc3ccccc3)n2)cc1OC	-9	-6	2	i	-4	-2	-13	15	-11	-1
CCN(C1CCCCC1)S(=O)(=O)c1cn(C)c(=O)n(C)c1=O	-7	9	-1	i	-52	0	-16	35	2	-2

In the list so far, these contain a thiophene ring, fused or not.
SMILES	HSF-1 act	GSK3 alpha inh	HSP90 inh	PolyA inhibitor	KLF5 inh	IEC-6 tox	aSyn 5UTR inh	AI-2 QS modul	HSF1 inh	GSK3B inh
CC(=O)NC(C)C(=O)OCC(=O)c1ccc(Cl)s1 (stereo unspecified)	-1	-4	7	i	-8	5	-17	23	-1	-2
CCN(CC)S(=O)(=O)c1ccc2c(c1)nc(SCc1nc3ccsc3c(=O)[nH]1)n2CC	-13	-2	1	i	-5	-5	0	9	4	0
CC(C)c1ccc2nc3sc(C(=O)N4CCc5ccccc5C4)c(N)c3cc2c1	-3	-6	4	i	-19	2	-62	20	2	2
Cc1c(Br)c([N+](=O)[O-])nn1CC(=O)Nc1sc2c(c1C(=O)OC(C)C)CCCC2	-1	-3	-1	i	13	0	22	15	-10	-1
C#CC(=O)N(c1ccc(OC)cc1OC)C(C(=O)NC1CCCC1)c1cccs1 (stereo unspecified)	-29	3	6	i	7	102*	92*	3	-26	2

(list continues)
SMILES	HSF-1 act	GSK3 alpha inh	HSP90 inh	PolyA inhibitor	KLF5 inh	IEC-6 tox	aSyn 5UTR inh	AI-2 QS modul	HSF1 inh	GSK3B inh
O=c1[nH]c(CSc2ccccn2)nc2c1cnn2-c1ccccc1	57*	13	1	i	9	7	-30	31	27	2
O=Cc1cc2ccccc2nc1SCc1ccc(Cl)cc1	-2	1	3	i	-4	0	95*	4	2	0
CC(=O)Nc1ccc(/C=N\NC(=O)CNS(=O)(=O)c2ccc([N+](=O)[O-])cc2)cc1	.	0	5	i	2	-3	-30	18	.	2
COCCCN1CCN(C2Cc3ccccc3Sc3ccc(Cl)cc32)CC1 (stereo unspecified)	17	2	7	i	7	4	-13	-10	-1	-4
Cc1ccc(-n2nc(C(=O)O)cc2-c2ccccc2Cl)cc1	2	-4	-4	i	-33	-6	7	14	2	0
CCc1c(C)nc2ccc(Br)cc2c1Cl	7	-1	1	i	-21	-3	-24	5	5	2
O=C(CS(=O)(=O)c1ccccc1)Nc1nc(-c2ccccc2)cs1	8	-1	-2	i	-26	-4	-8	15	3	4
CCCCCCCn1c(=N)n(CC(O)c2ccco2)c2ccccc21 (stereo unspecified)	24	2	3	i	4	1	-9	12	16	0
CC(C)C(=O)Nc1ccc(Sc2ccc(F)cc2)cc1	5	3	4	i	28	14	38	1	0	15
Cc1occc1-c1nnc(SCc2nnc(-c3ccc(Cl)cc3)o2)n1C	15	0	6	i	-16	-1	-28	47	13	-1
